Screening data (PubChem)
ABHD5-PLIN5 inh = ABHD5-PLIN5 protein interaction inhibition | Q00G26+Q8WTS1 | inhibition, % at 4 µM | Split G. princeps luciferase complementation, luminescence, 4 h | 0.78% of 360,000 active;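 active = inhibition above the mean inhibition across every tested compound plus 3 SD, cut at about 22% in these data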;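 also: 0% = DMSO only wells and the 100% control is not disclosed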
EBV LMP1 NFkB = reduces LMP1-driven NF-kappaB luciferase signal; LMP1-induced NF-kappaB luciferase reporter cells, luminescence; 0.69% of 350,000 active; inhibition, % at 12.5 µM; in the data active = inhibition above about 41%;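 also: 0% = neutral control wells and 100% = reference inhibitor control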
MC4R antag cAMP = blocks human MC4R cAMP signaling; P32245; MC4R-expressing cells, MTII-stimulated cAMP, LANCE TR-FRET; inhibition, % at 6.5 µM; 0.48% of 360,000 active; AID 540295;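 active = inhibition above its plate's cutoff, the mean of tested wells on that plate plus 3 SD, cut at about 29% in these data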;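 also: 0% = Melanotan II alone and 100% = Melanotan II plus saturating MCL0020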
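Assay system: U2OS-MC4R stable cell line; Also added: Melanotan II; Technique: Eu-cAMP/anti-cAMP TR-FRET, emission 671 nm; Times: 30-min compound, 1-h challenge, 1-h detection, room temperature.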
SRC3 inh = human NCOA3 inhibition; Q9Y6Q9; HEK293 GAL4-SRC3 luciferase reporter, luminescence; inhibition, % at 3.6 µM; 0.17% of 360,000 active;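 active = inhibition above a per-campaign cutoff, the mean of all compounds plus 3 SD, cut at about 60% in these data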;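 also: 0% = DMSO-treated cells and 100% = gossypol-treated cells at 36 µM; higher means less SRC3-driven luciferase light from the GAL4 reporter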
NCOA2 inhibitor = human SRC2 (NCOA2) inhibition; inhibition, % at 9 µM; 0.17% of 370,000 active; Q15596; AID 651957; HEK293 GAL4-SRC2 luciferase reporter, luminescence;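 active = inhibition above the mean inhibition of all tested compounds plus 3 SD, set per campaign, cut at about 52% in these data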;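 also: 0% = DMSO treated cells and 100% = cells given Gossypol at 36 µM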
NR2F2 inh = blocks human COUP-TFII nuclear receptor | P24468 | HEK293T NGFI-A luciferase reporter, luminescence | inhibition, % at 8.6 µM | 0.7% of 370,000 active | AID 686940;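 active = inhibition above a per-plate cutoff, mean inhibition of test wells between control levels plus 3 SD, cut at about 38% in these data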;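 also: cells cotransfected with COUP-TFII expression vector driving the NGFI-A reporter; 0% = median of COUP-TF2 test wells and 100% = reporter-only cells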
MC4R ag barr = activates human MC4R beta-arrestin recruitment. U2OS MC4R beta-arrestin complementation, luminescence; percent of melanotan II response, DMSO zero. activation, % at 8.9 µM. 0.98% of 360,000 active;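 active = activation above a per-plate cutoff, the mean activation of sample wells on that plate plus 3 SD, cut at about 8% in these data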
TLR9-MyD88 block = blocks human TLR9 binding to MyD88 | inhibition, % at 4.98 µM | CHO BLA complementation TLR9-MyD88, CCF4 FRET ratio | 0.21% of 340,000 active | Q9NR96+Q99836;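 active = inhibition above the mean over all tested compounds plus 3 SD, cut at about 21% in these data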;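 also: 0% = DMSO only wells and 100% = clavulanate BLA inhibitor control wells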
Target sequence (Q99836 whole entry, looked up): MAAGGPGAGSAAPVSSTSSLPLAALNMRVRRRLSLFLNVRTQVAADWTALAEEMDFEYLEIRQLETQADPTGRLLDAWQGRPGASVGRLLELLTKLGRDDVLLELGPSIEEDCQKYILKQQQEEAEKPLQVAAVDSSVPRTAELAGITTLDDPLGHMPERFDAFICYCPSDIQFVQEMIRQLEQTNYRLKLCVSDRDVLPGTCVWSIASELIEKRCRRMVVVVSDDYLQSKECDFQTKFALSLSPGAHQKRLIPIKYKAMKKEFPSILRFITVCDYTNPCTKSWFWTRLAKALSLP
Target sequence (Q9NR96 whole entry, looked up): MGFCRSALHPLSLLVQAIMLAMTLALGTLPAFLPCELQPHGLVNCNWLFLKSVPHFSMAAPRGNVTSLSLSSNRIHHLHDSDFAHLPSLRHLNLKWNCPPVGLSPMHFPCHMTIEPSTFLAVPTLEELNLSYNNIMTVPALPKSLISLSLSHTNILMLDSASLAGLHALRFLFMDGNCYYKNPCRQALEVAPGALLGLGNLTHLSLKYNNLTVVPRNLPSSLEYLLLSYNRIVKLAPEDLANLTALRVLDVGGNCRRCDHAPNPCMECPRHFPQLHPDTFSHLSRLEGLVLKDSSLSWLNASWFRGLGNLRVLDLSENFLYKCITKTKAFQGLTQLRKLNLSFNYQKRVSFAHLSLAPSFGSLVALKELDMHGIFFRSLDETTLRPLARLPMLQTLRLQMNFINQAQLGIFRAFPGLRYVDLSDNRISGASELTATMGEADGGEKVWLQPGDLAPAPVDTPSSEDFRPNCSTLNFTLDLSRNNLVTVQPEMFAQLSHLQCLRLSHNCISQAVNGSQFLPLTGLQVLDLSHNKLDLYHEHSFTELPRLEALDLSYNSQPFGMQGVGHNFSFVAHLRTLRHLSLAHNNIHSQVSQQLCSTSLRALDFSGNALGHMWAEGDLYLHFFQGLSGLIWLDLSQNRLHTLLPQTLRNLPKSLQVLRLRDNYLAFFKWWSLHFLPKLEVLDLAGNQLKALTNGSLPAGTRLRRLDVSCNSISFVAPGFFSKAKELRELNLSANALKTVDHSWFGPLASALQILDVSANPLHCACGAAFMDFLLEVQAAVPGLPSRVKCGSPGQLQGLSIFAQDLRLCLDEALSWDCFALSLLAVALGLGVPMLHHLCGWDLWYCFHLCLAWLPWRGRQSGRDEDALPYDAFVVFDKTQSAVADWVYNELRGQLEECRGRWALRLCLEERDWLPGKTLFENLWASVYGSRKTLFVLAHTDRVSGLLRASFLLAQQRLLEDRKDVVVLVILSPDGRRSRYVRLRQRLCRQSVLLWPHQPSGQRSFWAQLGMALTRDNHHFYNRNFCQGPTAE
LRH-1 inv ag = suppresses constitutive activity of human LRH-1; O00482; HEK293T StAR-luciferase reporter, LRH-1 transfected, 24 h; inhibition, % at 3.6 µM; 0.13% of 360,000 active; AID 602396;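 active = inhibition above the mean inhibition of all tested compounds plus 3 SD, cut at about 73% in these data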;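 also: 0% = DMSO wells and 100% = reporter-only cells lacking LRH-1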
NOD2 RIPK2 PPI = blocks binding of human NOD2 to RIPK2 | O43353 | CHO BLA complementation NOD2-RIPK2, CCF4 ratio | inhibition, % at 4.98 µM | 0.38% of 360,000 active; in the data active = inhibition above about 21%;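 also: 0% = vehicle only and 100% = reference blocker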
NCOA1 inh = inhibitors of human steroid receptor coactivator 1 (SRC1) | Q15788 | HEK293 GAL4-SRC1 luciferase reporter, luminescence | inhibition, % at 3.6 µM | 0.12% of 360,000 active | AID 588354;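 active = inhibition above the campaign mean plus 3 SD, with each screening campaign given its own cutoff, cut at about 60% in these data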;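 also: 0% = DMSO treated cells and 100% = gossypol at 36 µM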
* hit, by the source's call; x = no result given. An excerpt, so the mix of outcomes need not match the whole.

SMILES | ABHD5-PLIN5 inh | EBV LMP1 NFkB | MC4R antag cAMP | SRC3 inh | NCOA2 inhibitor | NR2F2 inh | MC4R ag barr | TLR9-MyD88 block | LRH-1 inv ag | NOD2 RIPK2 PPI | NCOA1 inh
Clc1cccc(N/N=C/c2ccc(N3CCOCC3)cc2)c1 | 0 | -22 | 7 | -26 | -40 | -11 | -1.8 | 0 | -70 | -5 | -7
COc1cc(/C=N/NC(=O)c2ccc(COc3cc(C)ccc3C(C)C)cc2)cc(OC)c1O | -3 | 20 | 27 | -13 | 62* | 37 | 3.2 | 0 | -36 | 1 | -13
Cc1[nH]c(=O)[nH]c(=O)c1NS(=O)(=O)c1ccccc1 | 0 | -2 | 5 | 17 | 24 | 2 | -0.8 | 4 | -1 | 1 | -6
COc1cc(NC(=O)c2sc(C)nc2C)c(OC)cc1NC(=O)c1ccccc1 | 9 | -2 | -7 | -2 | -20 | 4 | -2.1 | 3 | -5 | -3 | 19
O=S(=O)(c1ccccc1)N(CC(F)(F)F)c1ccc(C(O)(C(F)(F)F)C(F)(F)F)cc1 | -2 | x | 16 | 6 | -31 | 12 | 1.8 | x | 30 | -7 | 13
O=C(CSc1nnc(COc2ccccc2)n1Cc1ccco1)c1ccc(F)cc1 | 16 | -4 | 5 | 12 | -2 | -5 | -2.2 | -4 | 7 | 7 | 8
CC(=O)OC[C@@H]1CN(Cc2ccccc2)C[C@H](n2cnc3c(Nc4ccccc4)ncnc32)O1 | -5 | x | -3 | 5 | 6 | 0 | 1.0 | x | 12 | -7 | -21
Cc1cc(NC(=O)COc2ccccc2C(N)=O)no1 | -6 | -7 | -3 | -86 | -34 | -24 | -1.9 | 6 | -84 | 0 | -81
CC(C)CC(=O)Nc1ccnc(-c2ccncc2)n1 | -3 | -15 | 0 | 15 | 10 | 6 | -0.7 | 4 | 7 | -3 | -8
O=C(COc1ccc([N+](=O)[O-])cc1)Nc1ccc(CN2CCOCC2)cc1 | -5 | 8 | -6 | -3 | -20 | -8 | -0.8 | -4 | -1 | 2 | -7
O=C1Nc2ccccc2N(O)N1c1ccc(Cl)c(Cl)c1 | 0 | -5 | 6 | -12 | -6 | 4 | -0.5 | 3 | 13 | -2 | -1
CC(C)(C)c1nnc(NS(=O)(=O)c2cc(Cl)ccc2Cl)s1 | 2 | -3 | 1 | 11 | -7 | -4 | 0.6 | 10 | 15 | -9 | -10
Cn1c(=O)c2ccccc2n(CC(=O)N2CCCc3ccccc32)c1=O | -9 | -4 | 10 | -6 | -11 | 3 | 0.1 | -5 | -5 | 2 | 6
C(=N\N1CCOCC1)/c1cccs1 | -4 | -2 | 2 | 13 | -10 | -1 | -1.4 | -6 | 11 | -3 | 4
COC(=O)c1c(C(=O)OC)c(C)n(Cc2cccnc2)c1C | -3 | 2 | -2 | 15 | -12 | -10 | -2.3 | -4 | 18 | 12 | 6
CC(C)c1ccc(NC2CCCN(C(=O)c3cscn3)C2)cc1 (stereo not given) | -8 | 1 | -5 | -7 | -8 | -8 | -1.2 | -2 | -11 | -7 | -19
O=C(NC12CC3CC(CC(C3)C1)C2)c1ccc(COc2ccc(Cl)cc2[N+](=O)[O-])o1 | -6 | -2 | 3 | 4 | x | x | -1.0 | 2 | -19 | -5 | -15
CCOC(=O)C1CCN(C(=O)c2ccc3c(c2)NC(=O)/C(=C\c2cccc(C)c2)S3)CC1 | 8 | 5 | 7 | 0 | -8 | -2 | -1.6 | -2 | 12 | -10 | 9
O=C(COC(=O)CCCNC(=O)c1ccc(Cl)cc1)Nc1cc(Cl)ccc1Cl | 8 | -12 | -4 | -4 | 3 | 16 | 1.2 | -13 | 22 | 2 | 0
O=C(CN1CCCCCC1)NCCc1ccc(F)cc1 | -1 | -5 | 8 | 4 | -15 | 0 | -1.3 | 1 | -4 | 4 | -3
Cc1ccc(-n2c(=O)c3sccc3n(CC(=O)NC3CCCCC3)c2=O)cc1 | -4 | -1 | 0 | -3 | 13 | 29 | -3.9 | 3 | -15 | -11 | -6
CCCC/C(C)=N/NC(=O)CN(c1ccc(Br)cc1)S(=O)(=O)c1ccccc1 | -3 | 4 | 3 | 7 | 4 | 8 | 0.2 | -1 | 6 | 6 | -40
Cn1c(Cn2nnc(-c3ccccc3)n2)nnc1SCc1ccccc1Cl | -1 | -4 | 9 | 16 | -17 | 13 | 1.4 | -3 | 18 | -12 | -5
CCOc1ccc(S(=O)(=O)NNC(=O)c2cc3ccccc3o2)cc1 | -7 | 0 | 1 | 26 | 6 | 11 | 1.1 | -16 | -16 | -1 | -6
Cc1cc(=O)n(CC(=O)O)c2ccccc12 | 4 | -5 | 2 | 17 | -7 | -5 | -5.5 | -8 | 6 | -5 | -4
CCOC(=O)[C@H]1[C@H]2COc3ccc(OC)cc3[C@H]2N2C(=O)CNC(=O)[C@@]12C | -1 | 0 | 2 | 0 | 7 | -1 | 2.7 | -3 | 12 | -10 | -15
CCc1ccc(C2=NN(c3ccc(S(N)(=O)=O)cc3)C(c3ccc(F)cc3)C2)cc1 (stereo not given) | -9 | 11 | 24 | 4 | -7 | 0 | 1.4 | -35 | -10 | 5 | 2
Cc1ccc(S(=O)(=O)CCN2CCC(O)(c3ccccc3)CC2)cc1 | 1 | 5 | 15 | 2 | -2 | -9 | 0.2 | -4 | 25 | -5 | -13
Cc1ccc(NC(=O)c2ccc(Cl)c(N3C(=O)C=CC3=O)c2)cc1 | 39* | 7 | 55* | -50 | -35 | -49 | -0.7 | 18 | -42 | 51* | -45
COc1ccc(C(=O)Nc2ccncc2)cc1[N+](=O)[O-] | 5 | 15 | 5 | -11 | -9 | 25 | -2.9 | -8 | 25 | -5 | 7
CCOc1ccccc1C(=O)NCC(=O)NCCc1ccc(S(N)(=O)=O)cc1 | -1 | -3 | 4 | 5 | -16 | -21 | -1.3 | -3 | 32 | -6 | -10
Cc1nn(CC(=O)NCc2ccccc2F)c(C)c1[N+](=O)[O-] | -2 | 13 | 19 | 6 | -18 | 19 | -1.2 | -5 | -15 | -5 | 4
CCOc1ccc(NC(=S)NC(=O)c2c(Br)cnn2C)c([N+](=O)[O-])c1 | -2 | -5 | 0 | -20 | -50 | -7 | 0.6 | -5 | -37 | -7 | -6
CCc1ccc(C(=O)NNC(=O)CCC2CCCCC2)cc1 | -1 | -6 | 2 | -20 | 3 | 16 | 0.6 | -1 | -11 | 9 | -24
Cc1cc(OC(=O)c2cc(Br)ccc2Cl)c([N+](=O)[O-])c(=O)[nH]1 | 7 | -1 | 8 | -12 | 6 | 16 | 0.1 | -7 | 0 | -6 | 0
COc1ccc(S(=O)(=O)Nc2cccc3c2O[C@@H](CN(C)Cc2ccc(C(=O)O)cc2)[C@@H](C)CN([C@H](C)CO)C3=O)cc1 | 9 | -4 | 3 | 11 | 6 | 2 | 0.2 | 4 | -11 | -1 | -24
Cc1cc(NCc2ccccc2)nc(-c2ccccc2O)n1 | -5 | -50 | 3 | -2 | 2 | 7 | -0.6 | 1 | -16 | -10 | -14
O=C1CCC(C(=O)OCC(=O)Nc2cc(Cl)ccc2F)=NN1 | 0 | -2 | 4 | -13 | -3 | -6 | 0.1 | 6 | -18 | 2 | 6
CCOc1ccc(NS(=O)(=O)c2ccc(-c3cnc(C4CC4)o3)cc2)cc1 | 1 | -3 | 1 | 2 | -10 | -3 | 3.2 | -8 | 6 | 7 | 3
Cc1nc2ccccn2c1C(=O)N=Nc1c(O)[nH]c2ccccc12 | 7 | -4 | -20 | -2 | -45 | -20 | -1.9 | 0 | -51 | -16 | -35
CCCS(=O)(=O)N1CCCC(C(=O)N2CCN(c3ccccc3)CC2)C1 (stereo not given) | 1 | -4 | 8 | 2 | 2 | -5 | -0.5 | -4 | 4 | -3 | 10
N#Cc1ccsc1NC(=O)c1ccc(Cl)c([N+](=O)[O-])c1 | 4 | -9 | 36* | -35 | -1 | -33 | -0.7 | -8 | -26 | 2 | -30
O=C(NCCOc1ccc(F)cc1)C1CCC(=O)N(CCc2ccccn2)C1 (stereo not given) | -6 | 5 | 20 | 17 | -18 | -16 | 3.5 | -3 | -16 | 0 | -33
COc1ccc(-c2ccc3c(c2)c(Sc2ccccc2)c(-c2ccccc2)n3C)cc1 | 3 | x | x | x | 10 | -10 | x | x | 1 | -1 | x
CC#CC(=O)NC1CCCN(C2Cc3ccccc3C2)C1 (stereo not given) | -2 | 5 | 2 | -9 | -14 | 3 | 1.4 | -6 | 15 | 0 | 5
CCOCCCNc1nc(C(F)(F)F)nc2c1nnn2Cc1ccccc1Cl | 1 | 8 | 3 | 18 | -21 | 7 | -0.7 | -25 | -9 | -14 | 20
Cc1cc(=O)[nH]c(SCc2cccc(Br)c2)n1 | 0 | -5 | -9 | 12 | -25 | -3 | 0.8 | 0 | -20 | -5 | 5
CC(C)(C)c1nnc2sc(SCC(=O)c3ccc4c(c3)OCCO4)nn2c1=O | 5 | 13 | 0 | 3 | -17 | -2 | 0.9 | 2 | 6 | -2 | 11
O=C(CN1CCN(S(=O)(=O)c2ccccc2F)CC1)N1CCc2ccccc2C1 | -2 | -3 | -3 | -4 | -19 | 19 | -2.1 | -18 | -4 | 1 | -7
O=C(c1ccco1)N1CCN(c2ncccn2)CC1 | 1 | -1 | 13 | -1 | -14 | -11 | 0.3 | -2 | -11 | -7 | -18
O=C(NCC(=O)N1CCN(C(=O)c2ccccc2)CC1)c1ccccc1 | 0 | 2 | 2 | 1 | 3 | 4 | -1.1 | -11 | -6 | 1 | -7
CCN(CC(=O)Nc1ccc(S(N)(=O)=O)cc1)S(=O)(=O)c1cc(C)ccc1OC | 4 | -9 | 10 | 12 | -32 | 4 | -1.1 | 1 | -8 | -11 | -1
Cc1cccnc1NC(=O)C(C)Oc1ccccc1 (stereo not given) | 1 | 5 | 1 | 1 | -13 | 17 | -1.7 | -6 | 8 | -2 | -5
COc1c(F)c(F)c(C(=O)Nc2ccc(NC(=O)c3ccco3)cc2)c(F)c1F | 1 | -20 | 11 | 2 | -3 | -13 | 1.9 | 8 | -4 | 2 | 8
COC(=O)c1ccc(COc2ccc(C3C4=C(CCCC4=O)Nc4onc(C)c43)cc2)cc1 (stereo not given) | 13 | 2 | 8 | -5 | -23 | -14 | -1.4 | -5 | -26 | 0 | -11
CC1=C(C(=O)N2CCCCCC2)CC(CC(=O)NC(c2ccccc2)c2ccccc2)C(=O)N1Cc1ccccc1 (stereo not given) | -2 | x | x | 2 | -64 | 1 | x | x | 9 | 3 | 12
